# Screens deposited in PubChem by National Center for Advancing Translational Sciences (NCATS).
# EPAC2 antag – EPAC2 (human) antagonism. Q8WZA2. EPAC2 GEF exchange of Rap1B-BODIPY-GDP, fluorescence. Potency, µM (series often up to 114 µM), without a hit: at the highest dose activity, negative = inhibition, actives largely listed as inhibitors. 360,000 tested, 0.18% active; further: potency means the concentration at half of the fitted maximal effect; on the % scale 0 is the no-effect control and ±100 the full control effect; nearly all actives have a fitted effect of over 45% in size; many of its hits are not listed in these tables
# Target sequence (Q8WZA2 whole entry, looked up): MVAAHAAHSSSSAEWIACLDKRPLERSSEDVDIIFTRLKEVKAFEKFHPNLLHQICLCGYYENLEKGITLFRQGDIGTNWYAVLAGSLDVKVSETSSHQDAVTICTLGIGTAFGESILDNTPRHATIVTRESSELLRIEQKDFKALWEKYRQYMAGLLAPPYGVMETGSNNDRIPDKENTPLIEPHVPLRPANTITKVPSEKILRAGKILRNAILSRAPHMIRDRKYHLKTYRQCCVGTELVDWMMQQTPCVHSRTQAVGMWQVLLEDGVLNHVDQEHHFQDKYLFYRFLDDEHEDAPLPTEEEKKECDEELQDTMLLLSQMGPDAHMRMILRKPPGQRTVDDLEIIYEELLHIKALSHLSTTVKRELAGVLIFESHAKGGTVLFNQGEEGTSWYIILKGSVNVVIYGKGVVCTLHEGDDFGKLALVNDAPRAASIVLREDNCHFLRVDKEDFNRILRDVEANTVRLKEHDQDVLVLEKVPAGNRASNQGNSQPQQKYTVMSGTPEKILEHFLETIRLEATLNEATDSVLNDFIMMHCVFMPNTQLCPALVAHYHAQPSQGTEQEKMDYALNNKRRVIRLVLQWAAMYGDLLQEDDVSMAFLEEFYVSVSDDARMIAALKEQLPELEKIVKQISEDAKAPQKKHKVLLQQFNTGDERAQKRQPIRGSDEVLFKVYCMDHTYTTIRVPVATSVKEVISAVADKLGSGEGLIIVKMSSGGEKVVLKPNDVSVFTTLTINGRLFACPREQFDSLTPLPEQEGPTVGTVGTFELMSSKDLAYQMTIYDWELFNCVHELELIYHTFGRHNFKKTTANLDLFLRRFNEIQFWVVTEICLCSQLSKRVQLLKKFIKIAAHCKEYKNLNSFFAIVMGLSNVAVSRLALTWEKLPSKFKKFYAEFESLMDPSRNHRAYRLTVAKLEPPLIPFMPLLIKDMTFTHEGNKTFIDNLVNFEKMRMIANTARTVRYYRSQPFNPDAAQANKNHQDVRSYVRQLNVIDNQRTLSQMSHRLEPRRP
# EPAC2 agonist – agonists of human EPAC2 (RAPGEF4). Q8WZA2. EPAC2 activation, biochemical qHTS; response scale: 100% = 6.5 mM cAMP response. Potency, µM (top dose mostly 154 µM), without a hit: at the highest dose activation, hits mostly activators. 360,000 tested, 0.079% active. AID 720711; further: potency means the concentration at half of the fitted maximal effect; nearly all actives have a fitted effect of over 50% in size
#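 EPAC2 (100 nM) mixed with Rap1B loaded with BODIPY-GDP (250 nM) plus 50 uM unlabeled GDP; compounds pinned in, 5 min RT, then read every 5 min for 30 min (ex 480, em 540 nm). Normalized to cAMP control.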
# Abeta rescue – A-beta toxicity reversal in yeast. yeast expressing A-beta42, growth rescue, OD600, 48 h; response scale: 0% DMSO, 100% iron-clioquinol control. Potency, µM (highest dose often 46.1 µM), inactives show at the highest dose growth rescue, most hits filed as activators. 410,000 tested, 0.063% active; further: potency means the concentration at half of the fitted maximal effect; nearly all actives have a fitted effect of over 55% in size
#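 Yeast A-beta toxicity model in growth medium with pinned compounds, 48 h at 30 C; growth read as absorbance at 600 nm. Normalized to FeCl3/clioquinol equimolar mix (positive) and DMSO (negative).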
# DRD3 antagonist – D3 dopamine receptor (human) antagonism | P35462 | D3R cells, DiscoveRx beta-arrestin luminescence, antagonist mode; hits give low values | max response, negative = inhibition, % | AID 652054 | 360,000 tested, 2.5% active; in the data active means max response below about -50%; inconclusive means no clear call, values can overlap the other calls; further: on the % scale 0 is the no-effect control and ±100 the full control effect; mostly tested at two doses, the higher about 12 µM
#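 Cells expressing the human receptor were seeded at 1500 cells/well, incubated overnight at 37 degrees C in 5% CO2, then exposed to library compounds with dopamine controls for 90 minutes at 37 degrees C before luminescent detection.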
# FUS suppressor – suppressors of FUS proteinopathy in yeast. S. cerevisiae FUS-expressing, growth rescue, OD600, 24 h. Potency, µM (doses to about 76.6 µM), for inactives: at the highest dose growth rescue (activation), actives largely listed as activators. 390,000 tested, 0.24% active;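 further: potency means the concentration at half of the fitted maximal effect; plate controls were DMSO vehicle for no effect and reference control for full effect; nearly all actives have a fitted effect of over 55% in size; some results filed as inactive show a strong effect at the top dose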
#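 Read-out: OD at 600 nm after 24hr at 30C, reporting rescue of FUS-induced yeast toxicity. Cells at OD 0.005 in galactose (2%) minimal medium; compounds tested in a dilution series; CP55940 titration from 92uM final as control.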
# D3 ag – agonists of human D3 dopamine receptor. AID 652048. max activation, %. D3R DiscoveRx beta-arrestin cells, luminescence, 90 min. 410,000 tested, 0.58% active. P35462; in the data active means max activation above about 30%; further: 0% is about no effect; mostly tested at two doses, the higher about 12 µM
#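 Cells at 1500/well, incubated overnight, then treated with pinned compounds (dopamine as control) for 90 min at 37 degrees C. DiscoveRx reagent added for 30 - 60 minutes at room temperature; luminescence read.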
# TDP-43 yeast inh – TDP-43 toxicity inhibition in yeast. TDP-43 expressing yeast growth rescue, BacTiter-Glo, 24 h. Potency, µM (top dose mostly 46.1 µM), without a hit: at the top dose growth rescue (activation), hits mostly activators. 410,000 tested, 1.8% active. AID 652104; further: potency means the concentration at half of the fitted maximal effect; % of control where 0% means no effect; nearly all actives have a fitted effect of over 50% in size
#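 In this qHTS, compounds that restore growth of yeast expressing TDP-43 appear as activators. Cells (OD600=0.02, galactose medium, raffinose-pregrown) are incubated with compound 24 hr at 30 deg C and growth is quantified by BacTiter-Glo.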
# aSyn yeast inh – rescues yeast growth from alpha-synuclein toxicity | 370,000 tested, 0.14% active | Yeast expressing alpha-synuclein, growth rescue, BacTiter-Glo, 24 h | AID 652106 | Potency, µM (series often up to 46.1 µM), without a hit: at the highest dose growth rescue (activation), most hits filed as activators; further: potency means the concentration at half of the fitted maximal effect; % of control where 0% means no effect; nearly all actives have a fitted effect of over 65% in size
#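 Rescue of yeast growth: cells expressing toxic alpha-synuclein, induced in galactose at OD600 0.02, incubated with compound 24 h at 30 C. ATP luminescence quantified growth; inhibitors of toxicity appear as activators.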
# Starred values were filed as active, the others as inactive; ? = inconclusive; · = not tested or not shown; & = joins results of further samples; [ ] = remark or other dose. Unless noted, the call rests on the fitted dose curve; in most records, active means well fitted curve in the direction sought with a large enough effect; inconclusive means small, poorly fitted or top-dose-only effect, or another doubt; inactive means no such curve, though single readings can be large; an effect the other way counts as inactive or inconclusive. Only part of the results is shown, so the mix of outcomes need not match the whole.
SMILES	TDP-43 yeast inh	aSyn yeast inh	DRD3 antagonist	Abeta rescue	D3 ag	EPAC2 antag	FUS suppressor	EPAC2 agonist
COC(=O)/C=C1\SC(=NC(=O)c2ccc(OC)cc2)NC1=O	-16%	2%	-1	23%	-2	14%	31%	6%
COc1ccccc1CN(C)C(=O)c1ccc(S(=O)(=O)Nc2c(C)n(C)n(-c3ccccc3)c2=O)cc1	-25%	-2%	-24	-9%	-13	1%	18%	-2%
COc1cccc2c1Oc1nc(-c3ccccc3)nc(SCC(=O)Nc3ccccc3)c1C2	10%	·	·	0%	5	·	7%	·
CC(=O)N1c2ccc(S(=O)(=O)N(C)CC(=O)NCc3ccccc3)cc2CC1C (stereo not given)	-8%	-5%	-9	-3%	2	4%	-6%	3%
COc1cccc(-n2c(SCC(=O)NCC3CCCO3)nc3c(c2=O)SCC3)c1 (stereo not given)	-13%	-4%	-6	-13%	6	1%	-11%	8%
O=C(NCc1ccco1)/C(=C/c1ccccc1)NC(=O)c1ccco1	-4%	0%	-1	-7%	-11	-5%	-1%	-2%
Clc1ccccc1Nc1nc(NCC2CC2)nc2ccsc12	?	-1%	45	-5%	-1	6%	-23%	5%
O=[N+]([O-])c1cccc(-c2n[nH]c(=S)n2Cc2ccccc2)c1	25%	0%	-12	12%	-3	4%	-1%	9%
CCOc1ccc(NS(=O)(=O)c2ccc3[nH]cc(C(=O)NCCOC)c(=O)c3c2)cc1	?	-6%	-19	13%&3%	6&8	2%	30%&11%	-7%
CCOc1cc(N2CCOCC2)c(OCC)cc1NC(=O)c1ccccc1C	25%	7%	3	-9%	4	-5%	-3%	-4%
COc1cccc(/C=N/NC(=O)c2ccc(N(C)S(=O)(=O)c3ccccc3)cc2)c1OC	12%	1%	0	-3%	0	-5%	5%	11%
CCn1c(CNC(=O)c2ccc(F)cc2)cc2ccccc21	3%	-4%	10	-1%	1	5%	-18%	-1%
O=C(NCc1ccccc1)C1CCN(S(=O)(=O)c2ccc(Cl)cc2)CC1	18%	6%	-3	-18%	4	6%	8%	-14%
COc1cccc(OC)c1OCCCOc1c(OC)cccc1OC	-3%	-10%	-4	8%	-2	-3%	12%	1%
O=S(=O)(NC1CCCCC1Sc1ncccn1)c1ccccc1 (stereo not given)	12%	1%	19	13%	3	1%	·	12%
O=C(CSc1nnc(-c2ccccc2)c(-c2ccccc2)n1)NCc1ccco1	21%	1%	-5	1%	1	-1%	17%	8%
CSc1ccc(/C=C(\C#N)C(=O)NC2CCCCC2C)cc1 (stereo not given)	23%	-2%	-5	20%	-5	-11%	·	-2%
COc1cccc(Cn2c(CNS(=O)(=O)c3ccc(Cl)s3)nc3cccnc32)c1	19%	·	·	-14%	8	·	?	·
COc1ccc(S(=O)(=O)NCCCCC(=O)O)cc1C(=O)O	-1%[9.22 µM]	-6%	1	-8%	1	10%	3%	-2%
Cc1[nH]c2ccccc2c1SCC(=O)N1CCN(c2ccccc2)CC1	16%	16%	-22	1%	-6	-8%	32%	-1%
COc1ccccc1CC(=O)NCC1CCCO1 (stereo not given)	-6%	1%	-6	4%	-5	0%	10%	8%
CC(NC(=O)c1ccco1)C(=O)N1CCN(C(c2ccccc2)c2ccccc2)CC1 (stereo not given)	-2%	9%	-19	-29%	5	-4%	·	2%
Cc1onc(-c2ccccc2Cl)c1C(=O)OCc1cnc(Cl)s1	?	17%	-9	7%	-1	?	22%	19%
O=C1c2cccc3cccc(c23)C(=O)N1c1cccc(O)c1	0%	-7%	1	-6%	5	-12%	4%	14%
CN(Cc1ccccc1)C(=O)c1nc2ccccn2c1CN1CCC(N2CCOCC2)CC1	13%	1%	-2	-12%	-3	-6%	-31%	8%

# Record cards, from the list above. Values in the order: TDP-43 yeast inh, aSyn yeast inh, DRD3 antagonist, Abeta rescue, D3 ag, EPAC2 antag, FUS suppressor, EPAC2 agonist
# Entry for `O=C(NCc1ccco1)/C(=C/c1ccccc1)NC(=O)c1ccco1` : -4%, 0%, -1, -7%, -11, -5%, -1%, -2%
# Entry for `Clc1ccccc1Nc1nc(NCC2CC2)nc2ccsc12` : ?, -1%, 45, -5%, -1, 6%, -23%, 5%

# The list goes on.
SMILES	TDP-43 yeast inh	aSyn yeast inh	DRD3 antagonist	Abeta rescue	D3 ag	EPAC2 antag	FUS suppressor	EPAC2 agonist
CCCCNC(=O)c1ccc2c(=O)n(CCCOCC)c(=S)[nH]c2c1	-24%	·	40	5%	-6	-1%	5%	6%
CCc1ccc(N(CC(=O)NC2CCCC2)S(=O)(=O)c2c(C)noc2C)cc1	7%	-6%	8	5%	1	-9%	-9%	-5%
COC(=O)c1ccc(CNC(=O)Cn2cnc3c(OCc4ccccc4)ncnc32)cc1	1%	-1%	25	2%	-2	-2%	-2%	2%
O=C(O)c1ccc(N/N=C/C2=C(N3CCOCC3)C(=C\c3ccccc3)/CC2)cc1	16%	7%	0	-28%	-1	2%	?	4%
CN1CCN(C(=O)c2c(NC(=O)c3ccco3)sc3c2CCC(C(C)(C)C)C3)CC1 (stereo not given)	-1%	-6%	-18	6%	-4	-4%	10%	6%
Cc1nc(SCC(=O)Nc2c(C)n(C)n(-c3ccccc3)c2=O)c(C#N)c(C)c1C	-13%	-3%	17	-14%	-2	-14%	-11%	-1%
CC1Sc2ccc(S(=O)(=O)CCC(=O)NC3CCCC(C)C3C)cc2NC1=O (stereo not given)	-4%	1%	26	-3%	3	-5%	3%	4%
O=C(Cc1ccccc1)NNC(=S)Nc1ccc(Cl)cc1	?	-3%	-19	23%	-5	-1%	10%	-1%
CCCC(=O)N1CCN(C2=NS(=O)(=O)c3ccccc32)CC1	0%	-8%	14	2%	7	6%	15%	-3%
CCn1c(SCc2c(F)cccc2Cl)nc(=O)c2c(C(=O)OC)cc(C3CC3)nc21	12%	·	·	-17%	7	·	-12%	·
Cc1cccc(CSc2cn(CC(=O)N3CCCCCC3)c3ccccc23)c1	22%	·	·	25%	3	·	26%	·
O=c1[nH][nH]c2c1[C@H](c1ccc(Cl)cc1)O[C@H](C1CC1)C2	11µM*	1%	3	5%	-1	6%	18%	5%
CCOc1ccccc1NC(=O)CN(C)S(=O)(=O)c1ccc(OC)c(C)c1	29%	-21%	-7	14%	6	-8%	10%	10%
Cc1ccc(OCCn2c(-c3ccc(Br)cc3)nc3ccccc3c2=O)cc1C	0%	·	·	11%	-8	·	-20%	·
COc1cc2ncc3c(-c4ccc(C)cc4)nn(-c4ccc(F)cc4F)c3c2cc1OC	0%	·	·	-9%	1	·	-11%	·
C/C(Cn1nnc2ccccc21)=N\OC(=O)c1ccccc1C	28%	14%	10	-5%	3	-2%	·	-8%
S=C(NCc1ccco1)Nc1cc(Cl)c(Cl)cc1Cl	24%	-18%	-15	-15%	-4	-2%	-1%	-1%
COc1ccc(NC(=O)CN(C)C(=O)c2cn(-c3ccccc3)nc2-c2cccnc2)cc1	-12%	-1%	-18	13%	-5	14%	28%	-1%
COc1ccc(C(=O)NCc2nnc(SCC(=O)N3CCC(C)CC3)o2)cc1	-7%	9%	14	-15%	-5	17%	·	1%
Cc1ccc(CNc2nc(C)c(C(=O)N(C)C)s2)cc1	6%	-3%	6	7%	7	2%	-2%	10%
COc1cc2c(cc1OC)C(=O)CC(C)S2 (stereo not given)	23%	3%	0	12%	4	-4%	9%	10%
Cc1ccccc1Nc1nc(Cl)nc(NC(C)(C)C)n1	?	-6%	0	4%	-2	-7%	-55%[inhibitor]	3%
O=C(Nc1ccc(N2C(=O)C3C4C=CC(C4)C3C2=O)cc1)Nc1cccnc1 (stereo not given)	-22%	-4%	-24	-15%	-12	7%	31%	-3%
CCSc1nnc2nc(C)cc(C)n12	-3%	-2%	-2	-6%	-4	6%	12%	-1%
CC(C)C(NC(=O)c1ccc(F)cc1)C(=O)OCC(=O)N1CC(=O)Nc2ccccc21 (stereo not given)	14%	3%	17	0%	11	5%	7%	-1%
O=C(Nc1nnc(CC2=CCCCC2)s1)Nc1ccccc1F	-4%	-2%	5	7%	4	-13%	10%	5%
O=[N+]([O-])c1cccc(/C=N/Nc2nc(NCc3ccccc3)nc(N3CCOCC3)n2)c1O	13%	?	-138*	-80%[inhibitor]	-37	-4%	?	2%
O=C(CSC1=NCCN1)Nc1ccccc1[N+](=O)[O-]	-18%	6%	-12	-5%	-3	6%	16%	4%
CCS(=O)(=O)c1ccc2oc(SCC(=O)N3c4ccccc4CC3C)nc2c1 (stereo not given)	?	12%	13	18%	-1	-17%[57.1 µM]	16%	-2%
COc1ccc(CCNC(=S)Nc2ccccc2)cc1	?	-1%	-23	?	-6	-6%	-8%	5%
Cc1cc(C)nc(NC(=O)CSc2nccc(C)n2)n1	8%	-4%	16	0%	3	18%	-24%	-6%
C[C@@H]1CCCCO[C@@H](CN(C)S(=O)(=O)c2ccc(F)cc2)[C@@H](C)CN([C@H](C)CO)C(=O)c2cc(NC(=O)c3ccccc3)ccc2O1	11%	-2%	-15	3%	-7	3%	?	-6%
C=CCNC(=O)/C(=C/c1cn(-c2ccccc2)nc1-c1cccc([N+](=O)[O-])c1)NC(=O)c1ccccc1	24%	1%	3	-3%	3	-5%	·	6%
Cc1ccc(-c2ccccc2NC(=O)CS(=O)CC(=O)Nc2ccc(C)c(Cl)c2)o1 (stereo not given)	1%	-9%	-5	-1%	-6	-16%	24%	-7%
Cc1ccc(OCCNC(=O)CCNC(=O)c2ccc(Cl)cc2)cc1	4%	0%	-3	-15%	-3	13%	-12%	6%
CCC(C)(C)NC(=O)C(c1ccc(OC)cc1)N(Cc1ccc(OC)cc1)C(=O)CCC(=O)Nc1cc(C)on1 (stereo not given)	7%	1%	11	8%	-24	-11%	6%	-6%
O=C(CSc1nnc(-c2csc3c2CCCC3)o1)Nc1ccccc1	26%	6%	17	17%	3	-7%	-21%	5%
C#CCN1Cc2ccccc2Oc2cc(Br)ccc2S1(=O)=O	?	12%	-17	19%	12	?	1%	7%
CCc1cc2cc(C(=O)Nc3ccc(F)cc3)sc2s1	9%	-17%	-8	9%	-2	8%	16%	0%
